Compound activity (PubChem)
PLC-gamma1 inh = PLC-gamma1 (human) inhibition, primary screen; P19174; purified PLC-gamma1, fluorogenic substrate, fluorescence; inhibition, % at 12.2 µM; hit rate 0.84% among 370,000; AID 720700; in the data active means inhibition above about 9.5%
ARFGAP1 inh = inhibitors of rat ARFGAP1; Arfgap1-stimulated ARF1 GTP hydrolysis, GDP FP detection; hit rate 0.26% among 360,000; inhibition, % at 16.5 µM; Q62848; AID 651572;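 active means inhibition above a per-plate limit, mean inhibition of low control wells plus 3 SD, cut at about 25% in these data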;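 further: 0% = DMSO wells with enzyme and 100% = wells lacking Arfgap1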
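material = rat Arfgap1 catalytic domain, aa 1-136 | also added = human ARF1(Δ1-17)-GTP substrate | compound dosing = one concentration, 16.5 µM, DMSO 1.26% | times = GTP hydrolysis reaction 2 h at 25 °C | measured by = FP, GDP Alexa 633 tracer displaced from anti-GDP antibody, 620/688 nm | evaluation = percent inhibition of Arfgap1-stimulated GTP hydrolysis | replication = single well per compound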
PLC-beta3 inh = inhibitors of human phospholipase C beta3 | inhibition, % at 12.2 µM | Purified PLC-beta3, fluorogenic substrate, fluorescence | hit rate 0.18% among 370,000 | Q01970 | AID 720704; in the data active means inhibition above about 11%;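 further: 0% = median of compound wells on plate and 100% = full blocker control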
Target sequence (Q01970 whole entry, looked up): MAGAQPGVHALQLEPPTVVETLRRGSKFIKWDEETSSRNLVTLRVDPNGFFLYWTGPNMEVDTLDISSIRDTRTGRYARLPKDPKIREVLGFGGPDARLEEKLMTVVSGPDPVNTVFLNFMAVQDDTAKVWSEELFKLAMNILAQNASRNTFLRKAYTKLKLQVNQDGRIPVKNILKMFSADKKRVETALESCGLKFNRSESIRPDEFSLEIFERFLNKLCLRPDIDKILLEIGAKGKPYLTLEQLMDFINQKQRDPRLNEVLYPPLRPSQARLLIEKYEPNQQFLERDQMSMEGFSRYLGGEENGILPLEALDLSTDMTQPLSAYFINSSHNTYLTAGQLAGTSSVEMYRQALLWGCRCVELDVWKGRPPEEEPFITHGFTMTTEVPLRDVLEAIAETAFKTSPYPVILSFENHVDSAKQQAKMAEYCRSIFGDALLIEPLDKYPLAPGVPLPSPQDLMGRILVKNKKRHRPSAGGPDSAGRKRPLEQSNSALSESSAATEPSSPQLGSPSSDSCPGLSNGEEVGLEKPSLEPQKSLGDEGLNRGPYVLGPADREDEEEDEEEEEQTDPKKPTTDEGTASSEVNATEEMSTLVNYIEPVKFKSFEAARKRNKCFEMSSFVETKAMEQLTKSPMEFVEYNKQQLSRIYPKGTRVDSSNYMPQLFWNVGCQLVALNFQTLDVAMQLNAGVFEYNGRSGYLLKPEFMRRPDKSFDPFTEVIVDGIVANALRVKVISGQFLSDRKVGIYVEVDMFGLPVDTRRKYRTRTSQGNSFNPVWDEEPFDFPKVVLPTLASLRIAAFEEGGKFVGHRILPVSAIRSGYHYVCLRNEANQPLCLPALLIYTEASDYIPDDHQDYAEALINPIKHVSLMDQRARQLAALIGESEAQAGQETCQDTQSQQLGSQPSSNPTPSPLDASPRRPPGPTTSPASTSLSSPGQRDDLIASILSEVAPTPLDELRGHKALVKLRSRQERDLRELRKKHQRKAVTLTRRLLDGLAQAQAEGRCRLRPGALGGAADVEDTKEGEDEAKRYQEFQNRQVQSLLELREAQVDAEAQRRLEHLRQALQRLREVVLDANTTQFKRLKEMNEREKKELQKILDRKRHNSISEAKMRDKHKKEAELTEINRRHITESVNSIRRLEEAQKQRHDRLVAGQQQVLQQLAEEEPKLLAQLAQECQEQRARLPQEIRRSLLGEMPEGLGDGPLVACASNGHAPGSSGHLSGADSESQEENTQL
Tn6 DDE FP = disrupts Tn6 cyclic peptide binding to fibrin D-Dimer-E complex | P02675 | inhibition, % at 8.3 µM | hit rate 0.21% among 370,000 | Fibrin DD(E) TRITC-Tn6 fluorescence polarization displacement;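 active means inhibition above a per-campaign cutoff: mean of compounds within control limits plus 3 SD, cut at about 15% in these data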;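 further: 0% = median of all compound wells on the plate and 100% = blocking peptide control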
Tn7 DDE FP = DD(E)-Tn7 binding inhibition, primary FP screen | FP displacement of FITC-Tn7 peptide from fibrin DD(E); 0% = median of compound wells per plate | inhibition, % at 8.3 µM | hit rate 0.13% among 370,000 | AID 720508;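 active means inhibition above the mean of compounds falling within the control limits plus 3 SD of them, cut at about 14% in these data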;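 further: 0% = plate median of compound wells and 100% = 10 µM Aha-Tn7 peptide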
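System: human fibrin DD(E); quantity: Fibrin-DD(E) at 2 µM final; also added: fluorescent Tn7 probe at 0.1 µM; compound dosing: single nominal test concentration of 8.3 µM per compound; schedule: 10 min preincubation, 3 h with tracer, room temperature; detection: fluorescence polarization of the labelled Tn7 tracer; repeats: one replicate per compound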
UHRF1 MBD2 ctr = blocks human UHRF1 binding to methylated DNA | UHRF1 binding to methylated oligo, TR-FRET | inhibition, % at 4.4 µM | hit rate 0.75% among 370,000 | AID 687016; in the data active means inhibition above about 21%;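 further: UHRF1 SRA domain binding a hemimethylated CpG hairpin DNA probe; 0% = median of test compound wells and 100% = reference inhibitor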
KLK7 zymogen act = activates the human kallikrein-7 zymogen | P49862 | purified proKLK7, EDANS-DABCYL substrate fluorescence; 100% is mature enzyme control, 0% vehicle | activation, % at 7 µM | hit rate 0.9% among 370,000;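 active means activation above the mean of all tested compounds plus 3 SD, computed per campaign excluding outliers beyond control limits, cut at about 13% in these data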
sPLA2-III inh = Inhibits HGIII-sPLA2 liposome hydrolysis, primary screen | Q9NZ20 | QFRET BODIPY PC-A2 liposome hydrolysis, fluorescence | inhibition, % at 12.2 µM | hit rate 0.56% among 370,000 | AID 743126;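 active means inhibition above mean plus 3 SD of compounds lying within the high and low control bounds, cut at about 19% in these data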;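 further: 0% = median of test compound wells and 100% = no enzyme DMSO wells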
ASAP1 GAP inh = ASAP1 ArfGAP inhibition. ASAP1-stimulated ARF1 GTP hydrolysis, GDP FP detection. Q9ULH1. hit rate 0.19% among 360,000. AID 624377. inhibition, % at 16.5 µM; in the data active means inhibition above about 25%;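 further: 0% = vehicle with enzyme and substrate and 100% = no enzyme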
NR1D1 modulator = Rev-erb alpha (human) modulation; P20393; Rev-erbα–FITC-DNA binding, fluorescence polarization, 90 min; activity, % at 10 µM; hit rate 0.79% among 370,000; AID 1259318;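 active means activity above about 14%, limit read from the data; passing the limit was not always enough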;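 further: 0% = DMSO wells with 35 nM protein and 100% = DMSO wells with 750 nM protein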
Starred values were filed as active, the others as inactive; i = inactive; x = not tested or not shown.

entry | compound | PLC-gamma1 inh | Tn7 DDE FP | sPLA2-III inh | ARFGAP1 inh | KLK7 zymogen act | NR1D1 modulator | UHRF1 MBD2 ctr | Tn6 DDE FP | ASAP1 GAP inh | PLC-beta3 inh
1 | COc1cccc2cc(/C(=N/O)c3ccc(Br)cc3)oc12 | 5 | -10 | -9 | -2 | 0.7 | -3 | 2 | -5 | 4 | -3
2 | CC(C)NC(=O)COc1ccc(Cl)cc1Cl | 3 | -4 | 4 | 5 | -0.2 | 0 | 0 | 11 | -2 | -1
3 | Cc1nc2ccc(C(=O)c3ccccc3)cc2[nH]1 | -5 | -1 | 0 | 0 | 0.1 | 2 | 1 | -5 | 7 | -3
4 | Cc1ccc(O)c(CNc2nc3ccccc3n2C(C)C)c1 | -1 | -1 | -2 | 4 | -0.8 | 1 | 0 | 7 | 3 | -1
5 | COc1ccc(C)cc1NC(=O)Nc1ccccc1SC | 4 | 1 | 2 | 3 | 0.1 | 11 | 1 | 4 | -4 | -5
6 | COc1ccc(CCn2c(=N)c(C(=O)NCC3CCCO3)cc3c(=O)n4cccc(C)c4nc32)cc1OC (configuration not stated) | -3 | 1 | 9 | 0 | 0.4 | 3 | 25* | -11 | -3 | -7
7 | CCCCNC(=S)N/N=C/c1cc(C)ccc1C | 0 | 4 | 6 | -4 | 0.2 | 0 | 2 | 2 | -7 | 1
8 | CCn1c(COc2ccccc2)nnc1SCC(=O)C(C)(C)C | 2 | 4 | -9 | 9 | 0.8 | 3 | 2 | 6 | -7 | 2
9 | O=C(Nc1ccc2c(c1)nc1n2CCOC1)c1ccco1 | -1 | 2 | 3 | 7 | -0.5 | -5 | 1 | 1 | 0 | -2
10 | CC(C)n1nnnc1SCC(=O)c1c(N)n(C2CC2)c(=O)[nH]c1=O | 0 | -5 | 6 | -2 | 0.8 | -3 | -3 | -8 | 5 | -3
11 | COC(=O)CSc1nnc(-c2cccnc2)n1-c1cccc(OC)c1 | 0 | 7 | 1 | 3 | -0.1 | 9 | -1 | 3 | -9 | -3
12 | CN(C)c1ccc(/C=C(\C#N)C(=O)c2ccccc2)cc1 | -8 | -10 | -10 | 3 | -0.2 | 11 | -4 | 0 | -9 | -18
13 | O=C(CCNC(=O)c1ccco1)Nc1ccc(Cl)cc1 | -2 | 0 | 1 | 8 | 0.2 | -1 | -2 | 10 | -14 | -2
14 | Cc1c(NC(=O)COc2ncnc3c(Cl)cc(Cl)cc23)c(=O)n(-c2ccccc2)n1C | -1 | 5 | 7 | -2 | -0.7 | -7 | 5 | -2 | -9 | 1
15 | O=C(CSc1nnc(-c2ccccc2Br)o1)N1CCN(C(=O)c2ccco2)CC1 | 5 | 5 | 1 | 17 | 0.0 | 8 | 0 | 0 | 3 | -1
16 | Cc1ccc(N2CCN(CC(O)COC3CCCCC3)CC2)cc1 (configuration not stated) | 0 | 0 | 5 | -11 | 0.2 | 4 | 1 | 2 | -3 | 0
17 | CCC(=O)N1N=C(c2c(-c3ccccc3)c3cc(Cl)ccc3[nH]c2=O)CC1c1ccco1 (configuration not stated) | -10 | -4 | -7 | -8 | -0.2 | 2 | 2 | -5 | -8 | -11
18 | CN1CCN(c2ncnc3c2ncn3[C@H]2CN(Cc3ccc4c(c3)OCO4)C[C@@H](CO)O2)CC1 | 0 | 1 | -2 | -12 | -0.4 | -7 | -2 | -2 | 10 | 4
19 | CCN(CC)S(=O)(=O)c1ccc(NC2CCCc3ccccc32)nc1 (configuration not stated) | 0 | 8 | -8 | -4 | 0.2 | 1 | 0 | -1 | -4 | -1
20 | CC(C)=CCCC(C)CN1CCC(N2CCC(C(=O)NC(C)C)CC2)CC1 (configuration not stated) | 0 | 0 | -5 | -4 | 1.0 | 3 | -2 | 11 | -1 | -6
21 | COc1cccc(C2C(C(N)=O)=C(C)Nc3nc(-c4cccc(Cl)c4)nn32)c1 (configuration not stated) | -3 | 0 | 0 | 2 | 0.1 | 1 | -1 | 6 | -5 | -2
22 | Cc1ccccc1-c1nnn(Cc2cccc(S(=O)(=O)N3CCOCC3)c2)n1 | 3 | 1 | 1 | -4 | 0.1 | 1 | 0 | 0 | -5 | 1
23 | CC(=O)C1(O)C(C)CC2C3CCC4CC(O)CCC4(C)C3=CCC21C (configuration not stated) | -2 | 5 | -3 | 7 | 0.0 | 1 | 3 | 3 | 2 | 1
24 | Cc1c2cnn(CC(=O)NCCN3CCOCC3)c(=O)c2c(C)n1Cc1ccccc1 | -4 | -2 | 1 | -11 | -0.4 | -1 | -1 | 4 | 6 | 0
25 | C[N+]1(CC(=O)NNc2c3ccccc3nc3ccccc23)CCOCC1 | -32 | -6 | 14 | -1 | 1.3 | 1 | 29* | -3 | -6 | -46

Next results follow:
entry | compound | PLC-gamma1 inh | Tn7 DDE FP | sPLA2-III inh | ARFGAP1 inh | KLK7 zymogen act | NR1D1 modulator | UHRF1 MBD2 ctr | Tn6 DDE FP | ASAP1 GAP inh | PLC-beta3 inh
26 | COc1ccc(/C=N/Nc2nn3cnnc3c3ccccc23)cc1 | -4 | 4 | 7 | 7 | 0.7 | -4 | 2 | 2 | -9 | -17
27 | Cc1ccc(NC(=S)NNC(=O)c2ccc(N3CCOCC3)c([N+](=O)[O-])c2)cc1C | 0 | -9 | 13 | -6 | 0.5 | -2 | -8 | -9 | 12 | 2
28 | CC1CCN(S(=O)(=O)c2ccc(C(=O)N(C)C3CCS(=O)(=O)C3)cc2)CC1 (configuration not stated) | 0 | 1 | 13 | 6 | -0.9 | 4 | 4 | 10 | -11 | -7
29 | CCCOc1ccc(C(=O)Nc2ccc(CN3CCOCC3)cc2)cc1 | 2 | -3 | -3 | 2 | 0.1 | -1 | 0 | 1 | -6 | -6
30 | Cc1ccc(C)c(OC(=O)c2ccncc2)c1 | 6 | 3 | 3 | 0 | -0.6 | 3 | -1 | 3 | 1 | 1
31 | CCn1c2ccc(F)cc2c2nnc(SCCN3CCCCC3)nc21 | -1 | 2 | -4 | -1 | 0.0 | 0 | -1 | 2 | -4 | -7
32 | C=CCn1c(SCC(=O)NCC(=O)OCC)nnc1-c1cccc(OC)c1 | 4 | -4 | 2 | 3 | -0.3 | 1 | -1 | 6 | -2 | 4
33 | COc1ccc(CCNC(=O)COc2cc(O)c3c(c2)OC(C)(C)CC3=O)cc1 | -1 | 5 | 6 | -1 | -0.3 | 2 | -1 | -1 | -1 | -6
34 | COC(=O)c1c(NC(=O)CN2C(=O)C(=O)N(CC(C)C)C2=O)sc(C)c1C | -2 | -5 | 10 | 7 | -0.1 | 1 | 0 | 1 | 0 | -9
35 | CC1CN(CC(=O)NN=C(c2ccccc2)c2ccccc2)CC(C)O1 (configuration not stated) | 7 | 3 | 2 | -1 | 0.0 | 3 | 3 | -2 | -4 | 6
36 | O[C@@H](c1cc(C(F)(F)F)nc2c(C(F)(F)F)cccc12)[C@H]1CCCCN1 | 6 | -1 | -13 | 16 | -0.5 | -3 | -2 | -1 | 9 | 7
37 | CCOc1cc(S(=O)(=O)NCc2ccncc2)c(C)cc1C | 2 | 8 | 6 | 3 | 0.2 | -2 | 2 | 3 | 0 | 3
38 | Cc1sc2nc(SCC(=O)c3ccc(O)c(O)c3)n(Cc3ccco3)c(=O)c2c1C | 5 | 2 | 24* | x | -0.8 | -2 | 7 | -17 | x | -11
39 | CCCCNC(=O)c1ccc(NS(=O)(=O)c2ccccc2)cc1 | -2 | 0 | -9 | 3 | 0.3 | 1 | 2 | 6 | -3 | -3
40 | OC(c1ccccc1)(c1ccccc1)C1CCN(CCCOc2cc(F)cc(F)c2)CC1 | 8 | -7 | -2 | -4 | 1.0 | 1 | 4 | -11 | 4 | 1
41 | CCCCn1c(=O)[nH]c(=O)c2c1nc(-c1ccc(C)c([N+](=O)[O-])c1)n2CC | 2 | -5 | -1 | 24 | -0.2 | 4 | 2 | -5 | 16 | -1
42 | O=C(COC(=O)C1=COCCO1)NC1CCCCCCC1 | 0 | -3 | -1 | 4 | 0.7 | -1 | -2 | -9 | 0 | -1
43 | O=C(CSc1nncn1-c1ccccn1)Nc1cccc(Cl)c1 | -1 | 4 | 1 | 2 | -0.6 | 1 | 5 | -6 | 7 | 2
44 | COCCCNc1ccn2nc(-c3ccccc3)cc2n1 | -71 | -2 | -7 | 10 | 2.5 | -3 | -1 | -3 | 7 | -90
45 | COc1ccc(CNC(=O)C(C)N2CCN(S(=O)(=O)c3ccccc3F)CC2)cc1 (configuration not stated) | 8 | -3 | -1 | -4 | 0.2 | 5 | -3 | 5 | 4 | -5
46 | COc1cc(/C=C2\SC(=S)N(NC(=O)c3cccnc3)C2=O)ccc1O | -24 | -4 | -1 | -2 | 1.0 | 16 | -11 | -13 | 9 | -43
47 | CCCCCCCCNS(=O)(=O)CCNCCc1ccccc1 | -3 | -1 | -11 | 9 | 0.8 | 3 | 1 | 1 | 5 | 0
48 | Cc1[nH]c(=O)[nH]c(=O)c1S(=O)(=O)N1CCC(C(=O)N2CCN(c3cccc(C(F)(F)F)c3)CC2)CC1 | -2 | 0 | -6 | -2 | 0.4 | -2 | -2 | 6 | -3 | 1
49 | COc1ccccc1NS(=O)(=O)c1cc(NC(=O)CC(C)(C)C)ccc1N1CCOCC1 | 0 | 6 | -16 | 4 | -0.4 | -1 | -1 | 3 | -10 | 0
50 | Cc1ccc(S(=O)(=O)NCc2c(-c3ccccc3)noc2C)cc1 | 1 | -3 | -5 | 14 | -0.4 | 2 | 1 | 2 | 2 | -2

(next part)
entry | compound | PLC-gamma1 inh | Tn7 DDE FP | sPLA2-III inh | ARFGAP1 inh | KLK7 zymogen act | NR1D1 modulator | UHRF1 MBD2 ctr | Tn6 DDE FP | ASAP1 GAP inh | PLC-beta3 inh
51 | COc1ccc(N2CCN(S(=O)(=O)c3ccc4c(c3)NC(=O)C(C)S4)CC2)cc1 (configuration not stated) | 1 | 0 | 0 | -1 | -0.1 | -2 | -1 | 13 | -4 | -8
52 | COc1ccccc1C(=O)Nn1cnnc1 | -3 | 3 | 7 | -3 | 0.2 | 1 | 1 | -3 | -11 | -6
53 | COc1cc(C(=O)Nc2nc3ccccc3s2)ccc1OCc1c(C)noc1C | -12 | 0 | 1 | -6 | -0.5 | -1 | 4 | -8 | -5 | -22
54 | CNC(=O)CN(c1cccc(Br)c1)S(C)(=O)=O | 1 | 0 | 6 | 6 | 0.8 | 0 | 0 | 2 | 4 | -1
55 | CCOC(=O)C1CCN(C(=O)c2cc3c(=O)n4ccccc4nc3s2)CC1 | i | 7 | -2 | 1 | 42* | 10 | -5 | -5 | 10 | i
56 | CC(C)C[C@H](NC(=O)N1CCn2c1nc1ccccc12)C(=O)N[C@H](Cc1ccccc1)C(=O)O | -1 | 2 | -17 | -10 | 0.0 | -2 | -2 | -2 | -4 | 3
57 | COCCn1c(=NC(=O)CCS(=O)(=O)c2ccccc2)sc2cc(F)ccc21 | -4 | 5 | 1 | 2 | 0.4 | 5 | 1 | 0 | 1 | -17
58 | O=C(NCCN1CCc2ccccc2C1)Nc1ccc(F)cc1 | -1 | 3 | -2 | -9 | 0.0 | -7 | -1 | 1 | 7 | 3

Compounds were not picked by outcome, and some 4.5% of all compounds hit somewhere here.
